Lipid storage S3 – qHTS Assay for Lipid Storage Modulators in Drosophila S3 Cells; Drosophila S3 cells, BODIPY lipid droplet fluorescence, 18-24 h; cells fed with added oleic acid; lipid storage change, negative = inhibition, % at the top dose, mostly 46.1 µM; hits show Potency in µM; 320,000 tested, 0.64% active; AID 2685; active = well fitted inhibition curve with a large enough effect in the signal ratio, with a control signal flat, not every such curve was filed as active; inconclusive = small, poorly fitted or top-dose-only effect, or effect the other way, or a change in a side signal; the % refers to the signal ratio
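Laser-scanning cytometry quantifies lipid droplet accumulation (500–530 nm total intensity; droplet/cell object ratio) in oleic acid-fed (400 uM added) Drosophila S3 cells treated with a concentration series. 20 uM Triacsin C defined 100% inhibition.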
Lipid storage S3 cell count max – further read-out of Lipid storage S3, marked with its call; cell number change, %; measured here: cell count max response;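 cells counted by Cell Tracker Red CMTPX staining in the red channel; peak over a dose series mostly up to 46.1 µM; percent activity relative to internal control wells on each plate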
* = called active by the depositor; i = inactive; ? = inconclusive; nt = no result given. % is set by controls: 0 for no effect and ±100 for the full control effect; potency is the fitted concentration of half-maximal effect. Not all compounds are listed; the hit share may differ from the screen's.

Lipid storage S3	Lipid storage S3 cell count max	SMILES
i	nt	O=C(CSc1nc2ccccc2o1)N1CCN(c2ccc(Cl)cc2)CC1
?	nt	CCCN1C=CC(=C2C(=O)c3ccccc3C2=O)C=C1
15.1%	-4.0	COC(=O)c1ccc(CN(c2ccc(C)cc2)S(=O)(=O)c2ccc3c(c2)OCCO3)o1
-29.6%	-9.1	O=C(NCCNS(=O)(=O)c1ccccc1)N1CCOCC1
i	11.8	O=C(CSc1ccc(-c2ccco2)nn1)Nc1ccccc1F
?	nt	CCCCn1c(=NC(=O)c2ccco2)c(C(=O)OCC)cc2c(=O)n3ccccc3nc21
?	nt	COc1ccc(OCC(=O)N2N=C(C)CC2(O)C(F)(F)F)cc1 (configuration not stated)
?	nt	Cc1cccc(-n2ncc3c(NCCN4CCOCC4)ncnc32)c1
-5.9%	-0.3	CN(O)/C=c1/ccc2c(n1)C(=O)C=CC=2
-0.6%	4.6	S=C(Nc1ccccc1Cl)N(Cc1ccccc1)Cc1cccnc1
?	nt	O=C(CSc1nnc(NC(=O)c2c(F)cccc2F)s1)NC1CCCC1
13.6%	-18.8	O=C(CSc1cc([N+](=O)[O-])cc(S(=O)(=O)Cc2ccccc2)c1)NC1CC1
?	nt	C/C(=N/NS(=O)(=O)c1ccc(Br)cc1)c1ccc(C)o1
?	nt	Cc1noc2ncnc(Oc3ccccc3Cl)c12
1.4%	-21.2	COC(=O)/C(C#N)=C1/C=Cc2ccccc2N1C
4.4%	-5.5	COc1ccccc1CNC(=O)c1csc2c1CCCC2
-18.8%	-7.4	COc1ccccc1CN(C(=O)Cc1cccs1)C(C(=O)NC1CCCC1)c1ccncc1 (configuration not stated)
?	nt	Cc1ccc(C)c(N(CC(=O)NCc2ccco2)C(=O)CNS(=O)(=O)c2ccc(F)cc2)c1
i	nt	CCOC(=O)N1CCN(C(=O)c2ccc3c(c2)N=C(CC)c2cc(C)ccc2S3)CC1
i	1.3	COC(=O)C1[C@H]2SC(C)(C)C(C(=O)OC)N2C(=O)N1Cc1nc2ccccc2s1 (some centres not stated)
2.5%	1.1	CC(CC(=O)NCc1cccnc1)c1ccccc1 (configuration not stated)
i	nt	COC(=O)C1(CCSC)NC(c2ccc(O)cc2)C2C(=O)N(c3ccc(F)cc3)C(=O)C21 (configuration not stated)
?	nt	COc1ccc(S(=O)(=O)N(CC(=O)Nc2cc(C)on2)Cc2ccccc2)cc1
-5.6%	8.7	CSCC[C@H](NC(=O)Nc1cccc(Br)c1)C(=O)O
10.0%	6.9	COc1ccc(/C=N/NC(=O)CNC(=O)c2ccc3c(c2)OCCO3)cc1OC
i	nt	CC(C)CN(C(=O)C(c1ccccc1)c1ccccc1)c1c(N)n(CC(C)C)c(=O)[nH]c1=O
1.2%	3.0	Cc1nc(-c2nnc(-c3ccccc3)o2)c(C(F)(F)F)o1
-3.3%	7.7	O=C(O)C12CC3CC(C1)CC(n1ncc(NCc4ccco4)c(Cl)c1=O)(C3)C2
18.6%	15.4	Cc1c(CN(C)C(=O)c2sc3cc(Cl)ccc3c2Cl)cnn1C
i	nt	CCN(C)c1ccc(/C=N\n2nnnc2N)cc1
9.0%	4.9	Cc1ccsc1-c1nc(CN2CCCC2c2ccc(F)cc2)c(C)o1 (configuration not stated)
i	16.6	CC(=O)Oc1ccc(/C(C)=N/N2CCN(Cc3ccc(C)cc3)CC2)cc1
?	nt	Cc1nc2ccc(S(=O)(=O)NCC(=O)Nc3cccc(F)c3)cc2s1
-0.5%	0.4	COc1ccc(N2CCN(CCC3Oc4cc([N+](=O)[O-])ccc4NC3=O)CC2)cc1 (configuration not stated)
?	nt	CNC(=S)N(CCc1c(C)[nH]c2ccc(C)cc12)Cc1cc(OC)c(OC)c(OC)c1
14.2%	nt	Cc1ccc(N2CC(C(=O)NCc3ccc(C)n3C)CC2=O)cc1 (configuration not stated)
4.7%	12.5	CN1C(=O)/C(=C2/C=CC=CN2C)OC1=S
?	nt	CCOC(=O)c1[nH]c(=O)[nH]c1CSCCO
?	nt	Cn1c(SCc2ccc([N+](=O)[O-])cc2)nc2c(c1=O)SCC2
7.4%	-6.9	O=C(c1ccccc1)N(Cc1ccc(F)cc1)C1CCS(=O)(=O)C1 (configuration not stated)
22.4%	11.4	CCCc1cc(=O)n2[nH]c(-c3ccc(C)cc3)cc2n1
0.4%	3.1	O=C(COc1ccccc1)NC(=S)Nc1cccc(NC(=O)c2ccccc2Cl)c1
-6.3%	-11.0	O=C1CNC(=O)/C1=C\c1ccc(O)cc1
2.5%	11.7	Cc1cc(C)c(NC(=O)CSc2ccc(-c3cccnc3)nn2)c(C)c1
?	nt	COc1ccc(CC(=O)NC(C)c2ccc(S(N)(=O)=O)cc2)cc1S(=O)(=O)N1CCOCC1 (configuration not stated)

Arranged by value in Lipid storage S3 cell count max (rising): three of the compounds above.
SMILES	Lipid storage S3	Lipid storage S3 cell count max
O=C1CNC(=O)/C1=C\c1ccc(O)cc1	-6.3%	-11.0
CCCc1cc(=O)n2[nH]c(-c3ccc(C)cc3)cc2n1	22.4%	11.4
CC(=O)Oc1ccc(/C(C)=N/N2CCN(Cc3ccc(C)cc3)CC2)cc1	i	16.6

Later entries
Lipid storage S3	Lipid storage S3 cell count max	SMILES
?	nt	Cn1c(-[n+]2c(-c3ccccc3)cc(-c3ccccc3)cc2-c2ccccc2)nc2c([N+](=O)[O-])cccc21
?	nt	CCc1ccccc1-n1c(SCC(=O)Nc2ccc3c(c2)OCCO3)nc2[nH]ncc2c1=O
?	nt	COCCNC(=O)C1CCN(S(=O)(=O)N2CCC3(CC2)OCCO3)CC1
?	nt	O=C(Cn1cnc2cc([N+](=O)[O-])ccc2c1=O)NCCc1ccc(Cl)cc1
?	nt	O=C(Nc1cccc(S(=O)(=O)N2CCCC2)c1)c1cccc(OC(F)F)c1
?	nt	OCCn1c(SCCOc2ccccc2F)nc2ccccc21
-4.8%	-10.9	O=C(COc1ccccc1[N+](=O)[O-])Nc1cc(Cl)ccc1C(=O)O
?	nt	CCCCOc1ccc(C(=O)NCC(=O)NCCCn2nc(C)cc2C)cc1
i	5.0	CC(=O)N1CCC(O)(c2ccc3c(c2)OCO3)CC1
-0.8%	-7.4	COc1ccc(NC(=O)CSc2nnc(Cc3cccn3C)n2-c2ccc(OC)cc2)cc1
?	nt	COC(=O)C(NC(=O)CCC(=O)NC(C(=O)OC)c1ccccc1)c1ccccc1 (configuration not stated)
10.2%	-2.3	C=CCNC(=O)c1onc(CSc2ccc(Cl)cc2)c1C(=O)O
?	nt	S=C(NCCN1CCOCC1)Nc1ccc(Cl)cc1Cl
10.6%	13.4	CCOc1ccc(-n2c(O)c(/C=N/NC(=O)C3COc4ccccc4O3)c3ccccc3c2=O)cc1 (configuration not stated)
9.4%	20.3	CCN(CC)C(=O)c1sc2c(c1C)c(=O)n(-c1ccc(OC)cc1OC)c(=O)n2CC(=O)c1ccccc1
19.8%	2.5	CCC(=O)Nc1nc(-c2cc([N+](=O)[O-])cs2)cs1
?	nt	C=CCOC(=O)/C=C/C(=O)NC(N)=O
?	nt	O=S1(=O)CCC(SCc2nc3sccn3c2Br)C1 (configuration not stated)
?	nt	CCOC(=O)c1oc2ccc(S(=O)(=O)N3CCC(C)CC3)cc2c1C
?	nt	Cc1nc2ccc(NC(=O)COc3cccc(F)c3)cc2s1
-18.2%	5.0	Cc1ccc(-c2c(C(=O)O)c(C(=O)O)c3n2CSC3)cc1
9.0%	3.6	COc1ccccc1CNC(=O)C(=O)NCC(c1ccco1)N1CCOCC1 (configuration not stated)
12.1%	-19.6	c1csc(C2C3=C(Nc4ncnn42)c2ccccc2OC3)c1 (configuration not stated)
?	nt	O=c1cc(-c2ccc(O)cc2)oc2c(C3O[C@H](CO)[C@@H](O)[C@H](O)[C@H]3O)c(O)cc(O)c12 (some centres not stated)
2.6%	3.1	COc1ccc(OC)c(S(=O)(=O)N2CCC3(CC2)OCCN3S(=O)(=O)c2cccs2)c1
?	nt	O=C(Nc1cccc([N+](=O)[O-])c1)C12CC3CC(C1)CC(n1cnc([N+](=O)[O-])n1)(C3)C2
?	nt	N#Cc1c(N2CCN(C(=O)c3ccccc3Cl)CC2)nc(-c2ccccc2)c2c1CCCC2
5.4%	3.3	O=C(O)CSc1c(-c2ccccc2)c2cc(Cl)ccc2[nH]c1=O
12.2%	0.0	CCCCn1c(N)c(NCC(C)C)c(=O)[nH]c1=O
?	nt	CC(=O)c1cccc(NC(=S)NC(=O)c2ccc(Br)cc2)c1

In a second layout: 3 of the compounds above
COc1ccccc1CNC(=O)c1csc2c1CCCC2
  Lipid storage S3 = 4.4% | Lipid storage S3 cell count max = -5.5
CN(O)/C=c1/ccc2c(n1)C(=O)C=CC=2
  Lipid storage S3 = -5.9% | Lipid storage S3 cell count max = -0.3
O=C(CSc1ccc(-c2ccco2)nn1)Nc1ccccc1F
  Lipid storage S3 = i | Lipid storage S3 cell count max = 11.8

New compounds follow.
Lipid storage S3	Lipid storage S3 cell count max	SMILES
?	nt	CCn1c(-c2ccccc2)csc1=Nc1ccc(O)cc1
?	nt	Cc1ccc(-n2ncc3c2CCCC3NC(=O)CSc2ccccn2)cc1C (configuration not stated)
-20.0%	2.3	O=[N+]([O-])c1c(NCCO)cc(N2CCN(Cc3ccc4c(c3)OCO4)CC2)c2nonc12
?	nt	O=C1C2CCc3ccccc3C2N1c1ccccc1 (configuration not stated)
?	nt	COc1cccc(OC)c1OCCN1CCCC1
-2.9%	-10.6	COc1ccc2c(C#N)c3ccccn3c2c1
i	nt	Cc1ccc(NC(=O)c2cc(NC(=O)c3ccccc3C(=O)O)ccc2N2CCCCC2)cc1
-6.9%	-13.6	Cc1c(C(=O)c2ccccc2)c(=O)n(C)c(=O)n1C
i	-6.4	CCN(CC)CCNc1nc(-n2nc(C)cc2C)nc2sc3c(c12)CC(C)(C)OC3
1.4%	-10.5	Cc1cc(S(=O)(=O)NCc2ccc(S(N)(=O)=O)cc2)c(C)s1
?	nt	COc1ccc(OC)c(-c2nn(-c3ccccc3)cc2C(=O)N2CCc3ccccc3C2)c1
2.7%	2.8	O=C(NCc1ccccc1)c1cccnc1Sc1ccccc1
0.92µM*	-21.1*	C=C(C)Cn1c(CN(C)Cc2ccccc2)nc2c1c(=O)n(C)c(=O)n2C
?	nt	COc1ccc(S(=O)(=O)Nc2ccc3c(c2)N(C(C)=O)CCC3)cc1OC
?	nt	CCOC(=O)c1ccc2nc(CCC(=O)N[C@H](C(=O)OC)C(C)C)c(=O)n(CC)c2c1
?	nt	CCc1cc(C(=O)c2ccccc2)c(N)s1
?	nt	CC(=O)c1c(C)[nH]c(C(=O)CSc2nnc(-c3ccccc3)o2)c1C
i	-12.2	CN(C)S(=O)(=O)c1ccc(C(=O)Nc2nnc(-c3ccc4c(c3)CCCC4)o2)cc1
-0.6%	8.0	Fc1cccc(Cc2noc(CN3CCCN(C4Cc5ccccc5C4)CC3)n2)c1
?	nt	COCCn1c(SCCOc2ccccc2)nc2ccccc2c1=O
?	nt	Cc1cccnc1NC(=O)Nc1ccc(Cl)cc1
i	-16.7	Cc1cc(-c2ccc(C(C)C)c(S(=O)(=O)NCCN3CCC(C)CC3)c2)on1
?	nt	COc1cc(-c2nc(S(=O)(=O)c3ccccc3)c(N3CCOCC3)o2)cc(OC)c1OC
?	nt	Cc1cccc(NC(=O)CSCC(=O)Nc2ccccc2N2CCCC2)c1
i	-13.2	CCOC(=O)Cn1nc(NC(=O)c2ccc(C(=O)OC)cc2)cc1C
?	nt	COc1cc(S(=O)(=O)N2CCN(c3ccccc3F)CC2)ccc1Cl
?	nt	CCOc1ccc(NC(=O)CN(C)S(=O)(=O)c2ccc(-c3ccc(=O)[nH]n3)s2)cc1
8.6%	2.0	COCCN(Cc1ccccc1)C(=O)c1cc(S(=O)(=O)N2CCCCCC2)ccc1OC
i	nt	CCSc1nc(N)nc(-c2cccs2)c1C#N
0.2%	-8.3	O=C(O)CCC(=O)N1N=C(c2cccs2)CC1c1cn(-c2ccccc2)nc1-c1ccccc1 (configuration not stated)
14.1%	23.1	COc1ccc(NC(=O)CCNC(=O)c2ccccc2Cl)cc1OC
?	nt	CC1(C)N=C(c2ccc(Cl)cc2)C(=O)N1
i	-2.6	Cc1nn(CC(=O)NCc2cccnc2)c(=O)c2ccccc12
-16.3%	-3.2	CCCNC(=O)c1ccc(Cn2c(=S)[nH]c3c([nH]c4ccc(OC)cc43)c2=O)cc1
18.5%	-16.6	O=S(=O)(c1ccc(SCCOc2ccccc2Cl)nc1)N1CCCC1
1.6%	nt	COCCNC(=O)c1cccc(NS(=O)(=O)c2cccc3cccnc23)c1
?	nt	O=C(NCCc1ccc(Cl)cc1Cl)c1cncc(Br)c1
-29.7%	-0.9	COc1ccccc1CNc1cc(C)ccc1C
?	nt	COc1cc(/C(C)=N\NC(N)=S)cc(OC)c1OC
0.5%	nt	CNC(=O)C(=O)Nc1nc(C23CC4CC(CC(C4)C2)C3)cs1
18.3%	24.3	COc1ccccc1NCC(=O)NNCC(=O)Nc1ccc(F)c(Cl)c1
?	nt	CC1S/C(=C(\C#N)C(=O)NCc2ccco2)N(c2ccc(F)cc2)C1=O (configuration not stated)
?	nt	CCOC(=O)N1CCN(S(=O)(=O)c2ccc(C(=O)Nc3sc4c(c3C#N)CC(C)(C)NC4(C)C)cc2)CC1
7.1%	17.8	Nc1nnc(SCC(=O)NC2CCCCC2)s1
?	nt	COc1ccc(CN2CCNC(=O)C2CC(=O)N(C)CC2CCOCC2)c(F)c1 (configuration not stated)
?	nt	O=S(=O)(NCc1cc(-c2ccccc2)no1)c1ccccc1Cl

Assay outcomes from PubChem.
